MMP13 inhibition – human MMP13 inhibition, fluorescence-interfering compounds – biochemical, possible fluorescent artifacts, delta fluorescence, confirmation (AID 734) | MMP13 fTHP FRET cleavage, delta fluorescence 4 h; active compounds read high | inhibition, %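 (each compound tested at 4 µM nominal in triplicate)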 | 5,100 tested, under 10 active;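 active means inhibition above the mean inhibition over all tested compounds plus 3 SD, cut at about 75% in these data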;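 further: 0% = DMSO only wells and 100% = 8 µM reference MMP13 inhibitor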
Active calls of the source: *. Some of the compounds tested, so the mix of outcomes need not match the whole.

MMP13 inhibition | structure
5 | CCCC(c1nnnn1C(C)(C)CC)N(CCCO)Cc1cc2cc(C)cc(C)c2[nH]c1=O (stereo not given)
-117 | CC(C)OCCCn1c(=N)c(C(N)=S)cc2c(=O)n3ccccc3nc21
2 | N#Cc1c(NCCCO)nc(-c2ccccc2)c2c1CCCC2
-1 | Cn1c(C(=O)N2CCCc3ccccc32)cc2sccc21
4 | CC(=O)NCCn1ccc2ccccc21
1 | Cc1cc(C)n(-c2nc3ccccc3nc2N2CCN(C(=O)c3ccccc3)CC2)n1
1 | NC(=O)CSC1=Nc2ccccc2C2=NC(CCC(=O)NCc3ccc(F)cc3)C(=O)N12 (stereo not given)
4 | COc1cc2c(=O)n(CC3CCCO3)c(=O)n(CC(=O)Nc3cccc(Cl)c3)c2cc1OC (stereo not given)
0 | CCOC(=O)c1cn(CC)c2cc(N3CCSCC3)c(F)cc2c1=O
-20 | COc1ccc(-c2cn3cc(Cl)ccc3n2)cc1OC
3 | COc1cc(-c2c(C#N)c(N)nc3c2CCCC3)cc(OC)c1OC
-6 | COc1ccc(-c2nc(C#N)c(NCC3CCCO3)o2)cc1 (stereo not given)
3 | COc1cccc(N2CCN(C(=O)c3ccc(=O)oc3)CC2C)c1 (stereo not given)
1 | CCOc1cc2[nH]c(=O)n(CCCC(=O)NCc3ccco3)c(=O)c2cc1OCC
-14 | Cn1c(=O)c2nc(-c3ccc(Cl)cc3Cl)oc2c2ccccc21
3 | COC(=O)C1=C(C)NC(=O)CC1c1ccc(C(=O)OC)cc1 (stereo not given)
-16 | COc1ccccc1-c1ccc(C(=O)O)o1
-92 | CN(C(=O)c1ccncc1)c1nnc(-c2ccccn2)s1
11 | COc1ccc(-c2nc(NC(=O)CSc3nnc(C)s3)ns2)cc1
-5 | CC1(C)Cc2c(C#N)c(N3CCCC3)nc(-c3ccco3)c2CO1
6 | O=C(O)CCc1ccc(-c2ccccc2)n1CC1CCCO1 (stereo not given)
7 | COc1ccccc1CCn1cnc2c3cc(C)ccc3n(C)c2c1=O
8 | O=S(=O)(Nc1cccc2ccccc12)N1CCCC1
6 | Cc1cc(C)nc(N2CCCC(C(=O)NC3CCCC3)C2)n1 (stereo not given)
-32 | CCOC(=O)c1sc2c(c1C)C(c1cccs1)C1=C(CCCC1=O)N2 (stereo not given)
0 | N#Cc1nc(-c2ccc(OCc3ccccc3)cc2)oc1NCCCn1ccnc1
-11 | CCCCn1c(=O)n(C)c(=O)c2c(C(F)(F)F)cc(-c3ccncc3)nc21
4 | CN(C)c1nc(N)nc(-c2cccnc2)n1
5 | CC(C)C(NC(=O)c1ccccc1NC(=O)c1ccco1)C(=O)O (stereo not given)
4 | COc1cc2c(cc1OC)CN(C(=O)c1ccccc1C(=O)O)CC2
3 | C=CCN1CN(S(=O)(=O)c2cccs2)c2nc3ccccc3nc21
-6 | Cc1ccc(CN2CCSc3ccc(C(=O)N4CCN(c5ncccn5)CC4)cc32)cc1
7 | COc1cc2c(cc1OC)-c1cc(NC3CCCCCC3)nc(=O)n1CC2
-50 | Cc1ccc2oc(-c3ccc(NC(=O)CC(C)C)cc3)nc2c1
2 | O=C(Nc1ccc2c(c1)C(=O)N(C1CCCCC1)C2=O)C1CCCO1 (stereo not given)
3 | COc1cccc(Cn2c(=S)[nH]c3ccc(N4CCOCC4)cc3c2=O)c1
2 | COc1ccc(CN2CCCC2C(=O)Nc2ccc(OC)c(OC)c2)cc1OC (stereo not given)
0 | COc1ccc(-n2ncc3c(NCc4ccco4)ncnc32)cc1
1 | O=C(Cc1c(O)c2ccccc2[nH]c1=O)NCc1cccc(F)c1
3 | CCc1nnc(NC(=O)c2ccc(S(=O)(=O)NCC(C)C)cc2)s1
4 | O=C(CCCOc1ccccc1)Nc1nccs1
6 | CCOc1ccc2nc(NC(=O)CN3CCC(n4nnc5cc(F)ccc54)CC3)sc2c1
6 | CC(C(=O)NCC1CCCO1)N(C(=O)c1snc(C(N)=O)c1N)c1ccccc1 (stereo not given)
7 | CN1CC=C2C(C#N)=C(N)C(C#N)(C#N)[C@H](c3cccc(Cl)c3)C2C1 (stereo not given in full)
5 | O=C(CSc1n[nH]c(-c2ccc(S(=O)(=O)N3CCCCC3)cc2)n1)Nc1nccs1
4 | COc1ccc(NCc2ccc3c(c2)OCO3)cc1Cl
5 | CC(C)OC(=O)c1cc(NC(=O)C2C3CCC(O3)C2C(=O)O)cc(C(=O)OC(C)C)c1 (stereo not given)
-4 | COCCN1Cc2cccc(C(=O)Nc3c(C)cccc3C)c2C1=O
4 | O=C1Nc2ccc(S(=O)(=O)N3CCOCC3)c3cccc1c23
5 | Cc1nc(NCCc2cnc[nH]2)c2oc3ccccc3c2n1
6 | CC(=O)CCc1c(C)[nH]c2ccc(NC(C)=O)cc2c1=O
1 | CCCCn1nc(NC(=O)c2cccs2)c2cc3cc(OC)ccc3nc21
4 | CCn1c(N)c(C(=O)NCc2ccco2)sc1=S
9 | Nc1ccc2nc3n(c(=O)c2c1)CCC3
6 | Cc1cc(C(=O)CSc2nnc(C3COc4ccccc4O3)n2C)c(C)n1-c1ccc(F)cc1 (stereo not given)
-86 | Cc1cccn2c(=O)c3cc(C(=O)NCCN4CCOCC4)c(=N)n(CCc4ccccc4)c3nc12

Next part:
MMP13 inhibition | structure
4 | COc1ccc2[nH]c(=O)c(-c3noc(-c4ccccc4)n3)cc2c1
-9 | O=C(Nc1ccc2nn(-c3ccccc3)nc2c1)c1ccc2c(c1)OCO2
4 | Nc1nc2sc3c(c2cc1C(=O)N1CCOCC1)CCCC3
8 | O=C(C1CCN(c2ccc(N3CCOCC3)nn2)CC1)N1CCc2ccccc2C1
2 | O=c1[nH]c2ccccc2cc1-c1noc(-c2cccnc2)n1
-3 | Cc1ccc(-n2nc(C)c3c(C)c(CCC(=O)NCc4ccco4)c(C)nc32)cc1
1 | CCOC(=O)c1c(CN2CCN(C)CC2)oc2ccc(OC)cc12
6 | COc1ccccc1C1C=C(c2ccc(Cl)cc2)Nc2nc(N3C(=O)CCC3=O)nn21 (stereo not given)
4 | O=C(Nc1cccnc1)c1c(F)cccc1F
2 | COC(=O)c1n[nH]c2ccccc12
6 | COc1ccc(-c2c3c(nc4sc(C(=O)Nc5cc(C)on5)c(N)c24)CCC3)cc1
4 | CC1(C)CC(=O)c2cc(OCC(=O)N3CCN(c4ccccc4F)CC3)ccc2O1
5 | CC(C)Cn1cc(C(=O)N2CCOCC2)c2c3ccccc3n(C)c2c1=O
0 | Cc1cccc2cc3c(NC(=O)c4ccccn4)nn(C)c3nc12
0 | CCc1nc2ccccc2n1Cc1cc(=O)n2cc(C)ccc2n1
11 | CCN1CCc2c(sc3c2c(NCc2ccco2)nc2nnnn23)C1
0 | Cc1cc(=O)oc2c(C)c(OCC(=O)N(C)C)ccc12
8 | Cc1ccc(-c2nnc(N3CCN(S(C)(=O)=O)CC3)c3ccccc23)cc1
3 | CCOc1ccc2nc(NCCNC(=O)Nc3cccc(C)c3)c(C#N)cc2c1
2 | CC1CCc2sc3ncn4nc(C(=O)NCc5ccco5)nc4c3c2C1 (stereo not given)
3 | COc1cc(-c2nc(N)n[nH]2)cc(OC)c1OC
5 | COc1ccc2[nH]c3c(NCCN(C(C)C)C(C)C)ncnc3c2c1
2 | CCC(Sc1ccc2nnc(-c3ccc(F)cc3)n2n1)C(=O)O (stereo not given)
2 | Cc1cc(-c2ccccc2)nc2cc(C(N)=O)nn12
5 | Nc1ccc(O)cc1C(=O)OCC(=O)C12CC3CC(CC(C3)C1)C2
4 | CC(C)COC(=O)Cc1c(O)c2ccccc2[nH]c1=O
2 | COc1ccc(-c2nc(CCNC(=O)c3ccco3)cs2)cc1OC
4 | CCS(=O)(=O)Nc1c(C(=O)O)[nH]c2ccccc12
-3 | N=c1c2c(-c3ccccc3)c(-c3ccccc3)oc2ncn1CCN1CCOCC1
5 | COc1ccc2nc3c(cc2c1)c(NC(=O)C1CCCO1)nn3CC(C)C (stereo not given)
-1 | COc1ccc2c(c1)[nH]c1c(N3CCN(Cc4ccc5c(c4)OCO5)CC3)ncnc12
1 | Cc1ccc(CSC2=Nc3ccccc3C3=NC(CCC(=O)NCc4ccco4)C(=O)N23)cc1 (stereo not given)

Reformatted comma-delimited: entries from further up
canonical_smiles,MMP13 inhibition
COc1ccc(-c2nc(CCNC(=O)c3ccco3)cs2)cc1OC,2
CCS(=O)(=O)Nc1c(C(=O)O)[nH]c2ccccc12,4
N=c1c2c(-c3ccccc3)c(-c3ccccc3)oc2ncn1CCN1CCOCC1,-3
COc1ccc2nc3c(cc2c1)c(NC(=O)C1CCCO1)nn3CC(C)C (stereo not given),5
COc1ccc2c(c1)[nH]c1c(N3CCN(Cc4ccc5c(c4)OCO5)CC3)ncnc12,-1
Cc1ccc(CSC2=Nc3ccccc3C3=NC(CCC(=O)NCc4ccco4)C(=O)N23)cc1 (stereo not given),1

Next section:
MMP13 inhibition | structure
7 | Cc1nc(C)c(C(=O)C2=C(O)C(=O)N(CCN3CCOCC3)C2c2cccnc2)s1 (stereo not given)
-2 | CCC(Oc1ccccc1)C(=O)N1CCN(c2ccccn2)CC1 (stereo not given)
9 | Cc1oc2c(CN3CCCC3)c(O)ccc2c(=O)c1-c1ccc(Cl)cc1
-2 | COc1ccc(C2C(C#N)=C(C)NC3=C2C(=O)CC(C)(C)C3)c(OC)c1 (stereo not given)
6 | Cc1ccc2nc(-c3ccc(SCC(=O)Nc4cc(C)on4)nc3)[nH]c2c1
5 | CC(C)CCSc1nc2c(c(=O)[nH]c(=O)n2C)n1CCc1ccccc1
-1 | CCOC(=O)c1n[nH]c2ccccc12
0 | Cc1c(OCc2ccc(C(=O)O)o2)ccc2c3c(c(=O)oc12)CCC3
-1 | O=C(c1ccc(S(=O)(=O)N2CCOCC2)cc1)N(c1ccccc1)C1C=CS(=O)(=O)C1 (stereo not given)
-1 | O=C(NCc1ccco1)c1ccccc1NS(=O)(=O)c1ccc2c(c1)OCCO2
14 | Nc1nc(N2CCOCC2)nc2ccccc12
-2 | CN(CCNC(=O)c1cc2c(=O)n(C)c3ccccc3c2n1C)Cc1ccccc1
5 | O=C(NCC1CCCO1)c1ccc2c(=O)n(CCc3ccccc3)c(=O)[nH]c2c1 (stereo not given)
-2 | CCc1c(C)nc(SCC(=O)CC(=O)OC(C)C)c(C#N)c1C
2 | CCc1[nH]c(=O)c(C#N)c2c1CCCC2
15 | NC(=O)c1ccccc1NS(=O)(=O)Cc1ccccc1
7 | c1csc(-c2cnc3ccccc3n2)c1
-5 | CCc1ccc(C2C3=C(CC(C)(C)CC3=O)Nc3c2c(=O)[nH]c2nc(C)nn32)cc1 (stereo not given)
2 | CCc1c(C)c2ccc(OCC(N)=O)cc2oc1=O
6 | CCOC(=O)C1=C(C(C)=O)C(c2cccnc2)C(C#N)=C(N)O1 (stereo not given)
3 | Cn1c(CN2CCCCC2)c(C#N)c2ccccc21
5 | O=C(NCc1cccnc1)c1cnc2sccn2c1=O
5 | Cc1ccc(CCNC(=O)c2coc3nc4ccccc4nc23)cc1
4 | CCc1ccc2[nH]c(=O)c(CN(Cc3nnnn3C3CCCC3)C3CCCCC3)cc2c1
0 | O=C1CCNc2cc3ccccc3cc21
4 | CSc1c(C#N)c(N)c(C#N)c2c1COC(C)(C)C2
-273 | Cc1cccn2c(=O)c3cc(C(=O)NC(C)C)c(=N)n(Cc4ccncc4)c3nc12
6 | CN1CC=C2C(C#N)=C(N)C(C#N)(C#N)C(CCc3ccccc3)C2C1 (stereo not given)
6 | OCc1ccccc1OCCOc1ccc(Cl)c2cccnc12
4 | CCOC(=O)C1CCN(C(=O)CSc2cc(=O)n(CC)c3ccccc23)CC1
4 | Cc1cccc(Nc2nc(-c3ccccn3)cs2)n1
-2 | Cn1cc(C(=O)NCCN2CCN(c3cccc(Cl)c3)CC2)c2c3ccccc3n(C)c2c1=O
8 | CC1(C)Cc2nc(N3CCOCC3)c(C#N)cc2CO1
0 | COc1ccc2c(c1)c(=O)oc1cc(OCC(=O)N3CCC(C)CC3)ccc12
7 | CCSc1nnc(-c2cccs2)o1
2 | COC(=O)c1c(-n2cnnn2)sc(C)c1C
12 | CC(C)Cc1nc(C(N)=O)c2[nH]c(=O)n(-c3ccc(F)cc3)c2n1
5 | Nc1ccccc1NC(=O)c1ccccc1N
0 | CCOC(=O)C1CCCN(c2ncnc3c2cnn3-c2ccc(OC)cc2)C1 (stereo not given)
-6 | COc1c2ccoc2nc2c(OC)c(OCC(O)C(C)(C)O)ccc12 (stereo not given)
6 | Cc1ccc2oc(=O)c3cc(C(=O)NCCN4CCN(C)CC4)sc3c2c1
1 | COc1cc2c(=O)n(Cc3ccccc3)c(=O)n(CC(=O)NCc3ccco3)c2cc1OC
3 | CCc1ccc(NC(=O)c2cc(-c3ccco3)on2)cc1
5 | CCC1(C)CC(=O)N(c2ccc(C(=O)O)c(O)c2)C1=O (stereo not given)
2 | CCCCOc1ccc(OC(=O)c2cccnc2)cc1
-41 | CNc1oc(-c2cccs2)nc1C#N
3 | CCOC(=O)C1CCN(Cc2ccc(O)c(OC)c2)CC1
4 | c1cncc(-c2nc3ccccn3c2Nc2ccc3c(c2)OCCO3)c1
9 | Cc1nn(-c2ccc(F)cc2)c2sc(C(=O)OCC(=O)N3CCC(C)CC3)cc12
11 | COc1ccccc1NC(=O)c1c(NC(=O)c2ccco2)sc2c1CCC2
1 | CC(=O)Nc1ccc(Cl)cc1C(=O)O

Some of the entries so far, bar-delimited.
molecule | MMP13 inhibition
Cc1nn(-c2ccc(F)cc2)c2sc(C(=O)OCC(=O)N3CCC(C)CC3)cc12 | 9
CCC1(C)CC(=O)N(c2ccc(C(=O)O)c(O)c2)C1=O (stereo not given) | 5
COc1ccccc1NC(=O)c1c(NC(=O)c2ccco2)sc2c1CCC2 | 11
COc1cc2c(=O)n(Cc3ccccc3)c(=O)n(CC(=O)NCc3ccco3)c2cc1OC | 1
Cc1ccc2oc(=O)c3cc(C(=O)NCCN4CCN(C)CC4)sc3c2c1 | 6
CCc1ccc(NC(=O)c2cc(-c3ccco3)on2)cc1 | 3

Screening data (PubChem)
